# PAFAH1B3 inh: inhibitors of human PAFAH1B3; recombinant PAFAH1B3, FP-rhodamine probe, fluorescence polarization; AID 492972; 340,000 tested, 0.28% active; Q15102; inhibition, % at 3.39 µM;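 active = inhibition above the screen-wide average of all tested compounds plus 3 SD, cut at about 25% in these data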;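 note: 0% = enzyme with DMSO only and 100% = wells lacking PAFAH1B3 protein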
# Target sequence (Q15102 whole entry, looked up): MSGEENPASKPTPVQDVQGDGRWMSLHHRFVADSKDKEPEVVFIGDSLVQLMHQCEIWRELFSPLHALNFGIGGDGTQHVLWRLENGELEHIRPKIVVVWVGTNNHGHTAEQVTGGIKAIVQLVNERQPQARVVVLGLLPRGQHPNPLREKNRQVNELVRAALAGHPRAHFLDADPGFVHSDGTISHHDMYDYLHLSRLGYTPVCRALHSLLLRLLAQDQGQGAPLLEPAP
# LYPLA1 inh: counter-screen for PME1 inhibitors: inhibitors of human LYPLA1. recombinant LYPLA1, FP-Rh probe fluorescence polarization. inhibition, % at 5.9 µM. 320,000 tested, 0.16% active. AID 2174;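 active = inhibition above the mean of all tested compounds plus 3 SD, set per campaign, cut at about 14% in these data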;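 note: inhibitors block serine hydrolase probe labeling of LYPLA1 so polarization falls; 0% = enzyme with DMSO and 100% = wells lacking LYPLA1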
# GSTO1 inh: GSTO1 inhibition, counter-screen for RBBP9 inhibitors; P78417; recombinant GSTO1, activity-based probe fluorescence polarization; inhibition, % at 5.96 µM; 300,000 tested, 1.1% active; AID 1974;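 active = inhibition above the campaign mean inhibition plus 3 SD, cut at about 35% in these data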;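 note: 0% = GSTO1-1 with DMSO and 100% = wells lacking GSTO1-1 enzyme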
# Target sequence (P78417 whole entry, looked up): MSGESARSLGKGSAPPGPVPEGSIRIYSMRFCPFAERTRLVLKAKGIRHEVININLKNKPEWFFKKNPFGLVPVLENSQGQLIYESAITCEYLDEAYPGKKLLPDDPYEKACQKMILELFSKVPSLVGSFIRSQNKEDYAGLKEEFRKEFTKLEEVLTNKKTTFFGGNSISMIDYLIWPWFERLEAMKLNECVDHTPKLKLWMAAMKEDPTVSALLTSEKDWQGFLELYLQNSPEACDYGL
# PAD4 FP inh: inhibitors of human PAD4; recombinant PAD4, RCA probe fluorescence polarization; inhibition, % at 6.36 µM; Q9UM07; 330,000 tested, 0.41% active;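 active = percent inhibition above a cutoff equal to the mean of all tested compounds plus 3 SD, cut at about 15% in these data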;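 note: 0% = PAD4 with RCA probe and DMSO and 100% = probe without PAD4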
# PAFAH2 FP inh: PAFAH2 (human) inhibition. Q99487. recombinant PAFAH2, FP-rhodamine activity probe, fluorescence polarization. inhibition, % at 3.39 µM. 340,000 tested, 0.99% active. AID 492956;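 active = inhibition above the mean over all tested compounds plus 3 SD, cut at about 30% in these data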;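 note: inhibitors block probe labeling of enzyme so polarization drops; 0% = enzyme with DMSO and 100% = wells lacking PAFAH2 protein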
# EBNA-1 inh: blocks EBNA-1 binding to DNA; inhibition, % at 14.8 µM; EBNA-1 DNA binding, fluorescence polarization; AID 1950; 300,000 tested, 0.34% active; in the data active = inhibition above about 28%
# PREPL inh: inhibitors of human prolyl oligopeptidase-like enzyme PREPL. Q4J6C6. recombinant PREPL, fluorescence polarization activity-based probe. inhibition, % at 5.96 µM. 320,000 tested, 0.68% active. AID 2751; in the data active = inhibition above about 43%;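 note: 0% = enzyme with DMSO and 100% = wells lacking enzyme; many of its hits are not listed in these tables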
# LYPLA2 inh: blocks human lysophospholipase 2, a PME1 counter-screen | recombinant LYPLA2, FP-Rh probe fluorescence polarization | 320,000 tested, 0.38% active | O95372 | inhibition, % at 5.9 µM;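 active = inhibition above the screen-wide mean plus 3 SD, limit set per campaign, cut at about 26% in these data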;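 note: 0% = LYPLA2 with DMSO and 100% = wells lacking LYPLA2 enzyme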
# Target sequence (O95372 whole entry, looked up): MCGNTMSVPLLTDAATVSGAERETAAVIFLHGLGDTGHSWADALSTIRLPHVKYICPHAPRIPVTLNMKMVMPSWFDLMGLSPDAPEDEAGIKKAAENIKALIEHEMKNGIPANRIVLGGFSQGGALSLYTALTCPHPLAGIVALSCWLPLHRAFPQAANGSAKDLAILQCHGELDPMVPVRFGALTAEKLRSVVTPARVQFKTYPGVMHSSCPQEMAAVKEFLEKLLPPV
# ZTA DNA inh: ZTA (EBV) inhibition in EBNA-1 counter-screen | inhibition, % at 11 µM | ZTA-DNA binding, fluorescence polarization | 320,000 tested, 0.15% active; in the data active = inhibition above about 33%
# Target sequence (P03206 whole entry, looked up): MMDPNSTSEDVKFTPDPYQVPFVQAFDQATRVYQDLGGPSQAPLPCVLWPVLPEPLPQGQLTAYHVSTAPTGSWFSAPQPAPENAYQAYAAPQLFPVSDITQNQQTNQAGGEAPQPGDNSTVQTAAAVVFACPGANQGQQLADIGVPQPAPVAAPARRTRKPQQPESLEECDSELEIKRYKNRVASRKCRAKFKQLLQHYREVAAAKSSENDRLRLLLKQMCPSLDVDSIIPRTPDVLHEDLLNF
# * hit, by the source's call; · = not tested or not shown. The list is partial; rates above refer to the full screens.
SMILES,PAFAH1B3 inh,LYPLA1 inh,GSTO1 inh,PAD4 FP inh,PAFAH2 FP inh,EBNA-1 inh,PREPL inh,LYPLA2 inh,ZTA DNA inh
CN(C(=O)c1ccccc1C(=O)OCC(=O)c1ccccc1)c1ccccc1,5,0,·,-4,0,·,6,1,10
Nn1c(Cc2ccccc2)nc2ccccc2c1=O,2,5,4,1,2,6,1,2,11
COc1cccc(CN2CCN(CC(=O)Nc3ccccc3Cl)CC2)c1,-3,-1,-1,7,4,7,2,6,25
Cc1c(-n2cc(C(=O)O)c(=O)c3cc(F)c(N4CCCC(O)C4)c(F)c32)c(=O)n(-c2ccccc2)n1C (stereo unspecified),9,-3,0,-4,0,-9,1,2,-21
Cc1cc(C)c2c(N=NN3CCOCC3)[nH]nc2n1,-7,2,-2,0,-1,1,-1,-2,-3
N#Cc1ccc(C(=O)N2CCN(C(=O)C3CCCO3)CC2)cc1 (stereo unspecified),3,-1,·,-1,-3,·,5,9,2
COc1ccc(C(=O)N/N=C/c2sc(=O)n(Cc3cccc(C(=O)O)c3)c2Cl)cc1,5,2,1,2,5,-10,-6,0,5
COc1ccccc1NS(=O)(=O)c1cccc(C(=O)OCc2nc3ccccc3s2)c1,3,-2,-12,-1,16,5,0,-10,19
Cc1ccc(NC(=O)c2cc3c(=O)oc4ccccc4c3s2)nc1,15,6,4,4,-1,-3,9,0,-10
CCCCCC(=O)NNC(=O)Cc1ccc([N+](=O)[O-])cc1,1,2,8,5,2,4,5,12,0
NS(=O)(=O)c1cc(C(=O)O)c(NCc2ccco2)cc1Cl,9,-1,6,1,0,14,-7,-4,9
CCCC(C)NC(=O)COc1ccc(S(=O)(=O)c2ccc(OCC(=O)NC(C)CCC)cc2)cc1 (stereo unspecified),10,1,3,2,-3,7,9,-2,15
COc1ccc(-c2cc(C(=O)N3CCCc4ccccc43)no2)cc1,8,0,5,2,-5,2,4,-3,16
CCC1OC(c2ccc([N+](=O)[O-])cc2)=Nc2ccccc21 (stereo unspecified),3,0,10,3,33*,9,3,4,-2
Cc1ccc(NC(=S)Nc2ncccc2C)c(C)c1,4,1,-2,-2,-4,-7,-6,3,0
COc1ccc(C(=O)N(C)c2c(C)n(C)n(-c3ccccc3)c2=O)cc1OC,-1,2,-1,-1,-5,7,-5,2,82*
CC1CCN(CCCNC(=O)c2ccc(Cn3c(=S)[nH]c4ccc(Br)cc4c3=O)cc2)CC1,·,-7,-7,-4,·,3,18,-7,10
CN(CCOc1ccccc1)C(=O)c1cc(COc2c(F)cccc2F)on1,6,17*,11,2,0,-2,-11,22,-7
COc1ccccc1N1CN(S(=O)(=O)c2ccc(C)cc2)c2nc3ccccc3nc21,4,·,·,-1,15,·,15,·,·
COc1cc2nc(C)sc2cc1SC,-3,0,9,-2,8,2,4,-4,22
CCNC(=O)COc1cc(C)c(Br)c(C)c1,6,2,0,-3,7,5,13,-3,-4
Cc1nnc(NC(=O)CSc2nnc(CC(=O)Nc3ccccc3Cl)n2C)s1,7,0,-1,-5,-5,-5,6,-4,4
COC(=O)c1cccc(C(=O)N2CCCC(C(=O)c3cccc(OC(C)C)c3)C2)c1 (stereo unspecified),6,8,4,-5,7,-16,-5,11,-12
CC1=C(C(=O)Nc2ccccn2)C(c2cccnc2)n2nnnc2N1 (stereo unspecified),16,-1,6,-13,5,-2,-7,-9,-2
NS(=O)(=O)c1ccc(N=C2C(=O)Nc3ccccc32)cc1,-1,-1,2,2,-2,6,1,1,3
COc1cc2c(cc1OC)/C(=C/c1ccc(Br)cc1)C(=O)OC2,1,-4,-9,9,10,-14,-2,-4,-1
O=C(C(=O)N1CCN(c2ccccc2)CC1)c1cn(CC(=O)N2CCCCCC2)c2ccccc12,6,0,-3,-4,6,0,1,6,-10
CCc1ccccc1NC(=O)CN(C)C(=O)c1cc(C2CC2)nc2c1cnn2C(C)C,6,0,·,-2,2,·,0,1,-12
Cc1ccc(SCCNC(=O)c2ccccc2)cc1,9,-1,13,-6,8,4,-2,9,-16
CCOC(=O)CC(=O)CSc1nc(N)c(C#N)c(-c2ccc(Cl)cc2)c1C#N,-1,-3,-2,-7,-5,13,19,0,-7
CCOC(=O)/C(=C/C=C1\Sc2ccccc2N1CC)C(C)=O,-2,-2,-2,-3,2,1,2,-6,10
C=CCn1c(=NC(=O)c2ccc(S(=O)(=O)N3CCc4ccccc4C3)cc2)sc2cc(S(N)(=O)=O)ccc21,-14,-20,-15,-3,-42,12,-41,-45,-1
C=CCCN(C(C(=O)OC)C(C)C)S(=O)(=O)c1ccccc1Br (stereo unspecified),7,3,5,-1,-12,-1,-7,4,-10
COc1ccc(C2=NS(=O)(=O)N(C)C(C(=O)NCc3ccccc3)=C2)cc1OC,-2,0,4,1,0,-2,-2,-4,5
c1ccc(-c2cc3c(ccc4nonc43)nn2)cc1,-1,0,-6,-3,-9,-7,12,1,8
CCn1c(CCC(=O)Nc2nc3c(s2)CCCC3)nc2cc(S(=O)(=O)N(C)C)ccc21,8,-2,-5,4,6,7,-7,2,-5
CC(=O)c1ccc(NC(=O)[C@@H]2CCCN2C(=O)OC(C)(C)C)cc1,4,-1,4,1,-2,8,0,-5,-5
O=C(CN1CCCC1)NC(c1ccccc1)c1ccccc1,3,0,7,-4,3,15,9,5,0
COc1ccc2oc(=O)c(C(=O)NC3CCCCCC3)cc2c1,4,9,3,4,1,-20,7,6,8
CC(C)CNC(=O)c1noc2c1CCCC2,11,4,0,3,2,13,9,5,2

# Reprinted from the results shown (three entries):
SMILES,PAFAH1B3 inh,LYPLA1 inh,GSTO1 inh,PAD4 FP inh,PAFAH2 FP inh,EBNA-1 inh,PREPL inh,LYPLA2 inh,ZTA DNA inh
Cc1cc(C)c2c(N=NN3CCOCC3)[nH]nc2n1,-7,2,-2,0,-1,1,-1,-2,-3
N#Cc1ccc(C(=O)N2CCN(C(=O)C3CCCO3)CC2)cc1 (stereo unspecified),3,-1,·,-1,-3,·,5,9,2
COc1ccc(C(=O)N/N=C/c2sc(=O)n(Cc3cccc(C(=O)O)c3)c2Cl)cc1,5,2,1,2,5,-10,-6,0,5

# Next results:
SMILES,PAFAH1B3 inh,LYPLA1 inh,GSTO1 inh,PAD4 FP inh,PAFAH2 FP inh,EBNA-1 inh,PREPL inh,LYPLA2 inh,ZTA DNA inh
CN(CCc1ccccn1)Cc1ccc(Cl)c(Cl)c1,2,0,1,-6,-2,-6,-5,5,-1
COc1ccc(OC)c(/C=N/NC(=O)c2cc[n+](Cc3ccccc3)cc2)c1,11,-1,6,-2,4,7,6,6,8
O=C(Cn1ccc([N+](=O)[O-])n1)Nc1nccs1,1,-3,8,-5,3,-6,-13,-1,1
C=CCN(C(=O)CSC1=NC(=O)CN1C(C)=O)c1nc(C)c(-c2ccccc2)s1,9,-2,-18,-2,1,2,3,0,-16
CCN(CC)c1ccc(NC(=O)c2cccc(C)c2)cc1S(=O)(=O)Nc1ccccc1OC,-11,-25,-2,-3,-32,7,6,-30,1
CC1CN(C(=O)c2cc3c(=O)n4ccccc4nc3n2C)CC(C)O1 (stereo unspecified),0,4,-1,9,4,-3,4,1,18
O=C(CCCNC(=O)c1ccc(Cl)cc1)Nc1nccs1,6,·,·,6,0,·,-1,·,·
COc1ccc(CN2CCN(C(=O)CCC(=O)Nc3nnc(C4CCCCC4)s3)CC2)cc1F,1,-1,-5,-1,-3,-11,-4,7,6
Cc1cccc(Sc2ccc([N+](=O)[O-])cc2[N+](=O)[O-])n1,2,-4,14,-1,-2,-4,-2,3,6
COc1ccc(CC(=O)Nc2ccc(S(=O)(=O)Nc3nc(C)cc(C)n3)cc2)cc1,3,-3,0,-3,-4,1,6,-3,7
O=C(CCS(=O)(=O)c1ccc(F)cc1)Nc1nc(-c2ccncc2)cs1,4,-4,-12,-3,4,-18,-4,5,-5
Cc1ccc(OCCOc2ccc(Br)cc2/C=N\NC(N)=O)cc1,3,-2,2,-5,5,7,-2,-4,-1
Cc1ccc2nc(/C(C#N)=C\c3ccc(N4CCOCC4)o3)[nH]c2c1,-70,-23,-27,-7,-66,4,0,-46,10
O=C(Cn1[nH]c(=O)c2ccccc2c1=O)NCC1COc2ccccc2O1 (stereo unspecified),0,4,·,-11,-2,·,3,0,6
CN1CCN(c2nc3c(c(=O)n(C)c(=O)n3C)n2Cc2cccc(Br)c2)CC1,4,3,-2,-2,1,-7,34,-3,4
Nn1c(SCC(=O)NNC(=O)c2ccccc2)nnc1-c1ccccc1F,-2,-3,2,4,8,4,-4,-6,0
O=C(NCC(c1ccco1)N1CCN(c2ccc(F)cc2)CC1)C(=O)NC1CCCC1 (stereo unspecified),2,3,6,4,-1,5,7,3,8
O=C(Nc1nc2ccc(S(=O)(=O)N3CCCC3)cc2s1)c1ccco1,14,-2,-1,0,-7,8,2,2,1
Cc1occc1C(=O)N/N=C/c1cccnc1,1,-3,1,-4,7,2,0,-4,-7
O=C(NCCNC(=O)c1ccco1)c1ccco1,15,0,6,-3,1,5,17,-2,-10
Cc1cccc(OCC(=O)NNC(=O)c2cc3ccccc3oc2=O)c1,-3,2,4,-2,4,-11,32,-3,-17
CCOc1cc(C(=O)NC(C)COC)cc(OCC)c1OCC (stereo unspecified),2,3,7,1,0,-1,5,0,4
COC(=O)C(C(=O)Nc1ccccc1C)C1CCCC1 (stereo unspecified),9,4,-1,4,11,-23,10,-4,15
CCCCN1CCc2c([nH]c3ccccc23)C1=O,11,0,-3,-4,-1,-2,4,2,-3
Clc1cccc(Cl)c1Cn1cc(Br)cn1,-2,3,1,0,2,-7,-1,4,0
CC(C)N(Cc1ccccc1)C(=O)CN1C(=O)NC2(CCCCCC2)C1=O,0,0,·,2,0,·,1,-5,-9
CCC1CCCCN1S(=O)(=O)c1ccc(C(=O)Nc2nnc(-c3cccs3)o2)cc1 (stereo unspecified),2,1,-18,-5,12,0,-2,2,8
O=C(Nc1cccc(F)c1)N1CCN(C(=O)c2ccco2)CC1,10,-4,-1,-4,-12,-10,4,-1,5
COC(=O)C1=C(C)NC(=O)NC1c1c(O)ccc2ccccc12 (stereo unspecified),5,3,-4,0,0,4,-12,13,-10
COc1ccc(C)c2sc(=NC(=O)C(C)C)n(C)c12,-5,3,-3,1,-1,-6,3,1,-12
O=C1CCCN2N=C(SCC(=O)Nc3ccc(F)cc3F)SC2=N1,-3,0,1,2,7,8,-4,3,2
Cc1ccc2nc(/C(C#N)=C\c3ccc(Oc4ccc(C(F)(F)F)cc4[N+](=O)[O-])cc3)[nH]c2c1,-18,-11,4,-1,-14,-9,10,7,2
OCC1(Cc2ccccc2C(F)(F)F)CCN(Cc2ccc3c(c2)CCO3)CC1,7,-1,11,-3,-3,1,-13,3,19
CN(CC(=O)N1CCCCC1)S(=O)(=O)c1cccc2cccnc12,-2,2,5,-4,3,6,7,7,-1
Cc1cc(C(=O)NNC(=O)c2cccs2)c(C)o1,1,-2,·,1,1,·,9,10,-16
O=Cc1c(NCc2ccc(Cl)cc2)c2ccccc2[nH]c1=O,14,-6,-5,-1,2,-3,8,2,5
NC(=O)CC1(CC(=O)O)CCCCC1,7,-2,5,0,12,-7,3,2,-4
CCOc1cc(/C=N/n2cnnc2)ccc1OS(=O)(=O)c1ccc(C)cc1,-3,-2,-6,1,2,5,0,-4,-9
O=c1[nH]c(SCc2cccc(F)c2)nc2ccccc12,-5,-2,-8,-2,18,5,-10,2,-1
COc1ccc(CCNC(=O)c2nnn(-c3ccccc3OC)c2N)cc1OC,-2,-4,-5,-3,0,-7,0,-4,-1
CC/C(C)=N/NC(=O)c1[nH]c2ccc(C)cc2c1-c1ccccc1,0,-2,9,0,4,1,29,-7,-9
Cc1occc1C(=O)Nc1ccc([N+](=O)[O-])cc1Br,5,4,3,-1,-1,9,5,0,0
